M. tuberculosis HTS = M. tuberculosis growth inhibition, HTS (AID 449762) | M. tuberculosis H37Rv growth inhibition, 7H9 media; higher % means a stronger effect | inhibition, % at 25 µM, or IC50 in µM where a hit was titrated | 330,000 tested, 0.59% active; in the data active = a potency from the dose series; inconclusive = inhibition above about 70% without an active follow-up result;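 note: bacterial growth assessed after seven days of incubation; strong numbers were not always called active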
influenza NS1A = H1N1 influenza NS1A inhibitors, functional cell based assay (AID 504329); NS1A functional cell-based assay, percent inhibition; higher % means a stronger effect; inhibition, % at 12.5 µM; hits with a dose series show IC50 in µM; 340,000 tested, 0.3% active; in the data active = a potency from the dose series; inconclusive = inhibition above about 27% without an active follow-up result; note: strong numbers were not always called active
VEEV TC-83 Vero = inhibitors of VEEV TC-83 cytopathic effect, confirmation, Vero cells (AID 588727); Vero cells, VEEV TC-83 cytopathic effect inhibition; higher % means a stronger effect; inhibition, % at 20 µM, or IC50 in µM where a hit was titrated; 350,000 tested, 0.13% active; in the data active = a potency from the dose series; inconclusive = inhibition mostly from about 14% at the one dose, without a potency; inactive = the rest, 99 in 100 with inhibition below about 12%; note: strong numbers were not always called active
M. tuberculosis = growth inhibition of non-replicating M. tuberculosis (AID 488890); 320,000 tested, 0.39% active; Mycobacterium tuberculosis non-replicating, growth inhibition; higher % means a stronger effect; inhibition, % at 25 µM, or IC50 in µM where a hit was titrated; in the data active = a potency from the dose series; inconclusive = inhibition mostly from about 82% at the one dose, without a potency; inactive = the rest, 99 in 100 with inhibition below about 76%;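 note: plate controls were DMSO cells for no effect and high antibiotic wells for full effect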
PhoP GFP inhibition = PhoP regulon inhibitors, Salmonella typhi PhoP promoter GFP reporter, confirmatory (AID 1850). Salmonella Typhi PhoP-promoter GFP reporter, fluorescence, 4 h; higher % means a stronger effect. inhibition, % at 50 µM; hits with a dose series show IC50 in µM. 310,000 tested, 0.33% active; in the data active = a potency from the dose series; inconclusive = inhibition mostly from about 25% at the one dose, without a potency; inactive = the rest, 99 in 100 with inhibition below about 19%;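 note: 0% = induced wells with vehicle and 100% = uninduced wells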
VEEV TC-83 Vero 10K pilot screen = further read-out of VEEV TC-83 Vero, marked with its call; inhibition, %; measured here: 10K pilot screen inhibition
* marks the source's active call; other numbers are inactive results; i = inactive; ? = inconclusive; / = no result given; & = joins results of further samples.

SMILES	M. tuberculosis HTS	influenza NS1A	VEEV TC-83 Vero	M. tuberculosis	PhoP GFP inhibition	others
COc1ccc(NC(=O)CN2CCN(CC(=O)Nc3ccc(OC)c(OC)c3)CC2)cc1	-7.1%	-4.1%	0.2%	2.6%	-6.8%
COc1ccccc1CNC(=O)CCc1cn(C)c2ccccc12	-1.4%	-8.2%	0.1%	0.9%	-3.3%
Cc1cccc(C(=O)NCC(=O)OCC(=O)N2CCc3ccccc32)c1	6.2%	7.4%	0.3%	29.4%	7.1%
CC(CN1CCOCC1)OC(=O)C1COc2ccccc2O1 (stereo not given)	-0.6%	-3.4%	1.2%	1.8%	-5.1%
CC(/C=N/NC(=O)c1cccnc1)=C\c1ccco1	10.4%	6.8%	0.8%	2.7%	15.5%
COc1ccc(N/N=C(\C#N)C(=N)N2CCCCC2)cc1	1.2%	-17.4%	4.6%	18.4%	3.1%
O=C(COC(=O)C1CCN(c2ccc(C(F)(F)F)cn2)CC1)Nc1ccc(Cl)cc1	-2.3%	1.3%	1.6%	69.8%	-7.2%
CCNC(=S)N(CCc1c(C)[nH]c2ccc(Cl)cc12)Cc1cccnc1	28.0%	5.7%	0.2%	5.0%	-8.5%
CSc1n[nH]c(-c2sccc2OCc2ccc(C)cc2)n1	8.6%	-6.1%	i	15.2%	-13.6%
Cc1cccc(C(=O)N2CCN(c3ccc(N4CCOCC4)nn3)CC2)c1	-1.3%	-10.4%	0.7%	5.8%	7.8%
COc1ccc(C(CNC(=O)CNC(=O)c2ccccc2Cl)N2CCCC2)cc1 (stereo not given)	-1.0%	-10.1%	5.0%	5.2%	-5.3%
Cn1c(=O)c2c(nc(N3CCN(C(=O)c4ccco4)CC3)n2CCSc2ncccn2)n(C)c1=O	-6.2%	7.7%	1.1%	10.6%	3.9%
CN(C)CCCNC(=O)/C=C/c1ccc2c(c1)OCO2	-9.5%	-5.2%	0.8%	1.9%	-2.6%	VEEV TC-83 Vero 10K pilot screen=1.1
O=c1c2sc3nc(N4CCOCC4)c4c(c3c2ncn1C(c1ccccc1)c1ccccc1)CCCC4	/	11.9%	4.6%	/	/
CCOC(=O)N1CCC(NC(=O)C2CCCN(Cc3nc(-c4cccc(C)c4)oc3C)C2)CC1 (stereo not given)	1.1%	-2.4%	i	8.5%	4.3%
Cc1ccc(OCCCn2c(=O)sc3ccccc32)cc1	63.2%	12.7%	i	43.7%	6.4%
CCCCN(C(=O)c1cc(S(=O)(=O)N2CCCCCC2)ccc1OC)c1c(N)n(CCC)c(=O)[nH]c1=O	-8.4%	-2.4%	0.2%	-0.7%	3.0%
O=C1CSC(=S)N1N=Cc1cccc2ccccc12	/	13.2%	?	/	/
O=C(NNC(=O)c1cccs1)c1ccco1	-4.2%	5.3%	4.0%	-8.7%	0.3%
COc1ccc(NC(=O)C2CCC(CNc3c(N4CCCCC4)c(=O)c3=O)CC2)cc1OC (stereo not given)	-8.0%	15.4%&4.9%	i	-2.0%	/

Overlap with the part before: 2 entries, followed by the next part.
SMILES	M. tuberculosis HTS	influenza NS1A	VEEV TC-83 Vero	M. tuberculosis	PhoP GFP inhibition	others
O=C(NNC(=O)c1cccs1)c1ccco1	-4.2%	5.3%	4.0%	-8.7%	0.3%
COc1ccc(NC(=O)C2CCC(CNc3c(N4CCCCC4)c(=O)c3=O)CC2)cc1OC (stereo not given)	-8.0%	15.4%&4.9%	i	-2.0%	/
Cc1ccc(-c2nn3c(C)nnc3c3ccccc23)cc1S(=O)(=O)NC(C)(C)CO	2.3%	3.4%	8.5%	6.8%	2.8%
CC(=O)Nc1nc(C)c(CCC2OCCO2)c(=O)[nH]1	-3.4%	21.5%	i	-5.4%	1.4%
Cn1cccc1C(=O)/C(C#N)=C/c1ccc(F)cc1	3.7%	21.8%	3.3%	-20.4%	1.4%
COc1ccc(Cl)cc1NC(=O)COC(=O)CCCN1C(=O)c2ccccc2C1=O	6.9%	-3.0%	2.5%	-0.5%	-9.1%
O=C(Nc1cccc(O)c1)c1cccc(NC(=O)c2cccs2)c1	1.6%	6.7%	10.6%	-1.3%	17.0%
COC(=O)C(C)Oc1ccc2c(-c3cccc([N+](=O)[O-])c3)cc(=O)oc2c1 (stereo not given)	59.9%	8.8%	0.4%	/	-8.5%
COc1ccc(CN(CC(=O)NC(C)C)C(=O)CCC(=O)Nc2nccs2)cc1	-12.0%	3.6%	2.4%	6.9%	-3.9%
COC(=O)N/N=C\c1cccc(OC(=O)c2cccs2)c1	?	/	1.1%	49.6%	3.4%
Cc1nc(NC(=O)CSc2nnc(-c3ccccc3)c(-c3ccccc3)n2)c(Cl)cc1Cl	-1.6%	1.3%	3.7%	60.8%	-10.9%
CC1Cc2cc(S(=O)(=O)N3CCC(C(=O)Nc4ccccn4)CC3)ccc2N1C(=O)C1CCC1 (stereo not given)	3.9%	3.7%	2.7%	35.2%	-1.8%
Cc1cc[n+](-c2[nH]c(=O)sc2/C=N/NC(=O)c2ccccc2[O-])cc1C	2.1%	-1.4%	1.5%	-32.5%	1.0%
CCOc1ccc2[nH]cc(S(=O)(=O)c3ccc(C)cc3)c(=O)c2c1	1.1%	16.6%	0.2%	/	17.3%
CCOC(=O)C1(CCOc2ccccc2)CCN(Cc2ccccc2OC)CC1	3.2%	-0.9%	i	42.4%	8.0%
Cc1ccc2oc(C(Cl)(Cl)Cl)cc(=O)c2c1	-1.2%	-5.1%	?	73.3%	0.2%
Cc1nc2cc(NC(=O)NCc3ccco3)ccc2n1C	-1.7%	-8.3%	1.7%	-3.9%	0.6%
CCOC(=O)C1CCN(C(=O)COC(=O)c2nc3nc(C)cc(C)n3n2)CC1	-3.5%	1.4%	i	-11.3%	-5.6%
O=C(NCc1ccc(Cl)cc1)C1CCN(S(=O)(=O)c2ccccc2)CC1	7.0%	0.3%	0.3%	-3.5%	-10.4%
N=C1SCC(=O)N1/N=C/c1ccccc1	4.3%	-0.4%	0.8%	36.9%	17.6%
Cc1c(C(=O)Nc2cccc(S(=O)(=O)N3CCOCC3)c2)oc2ccccc12	-2.4%	0.3%	0.7%	2.9%	/
O=C(CSc1nc(O)cc(=O)[nH]1)N1CCCc2ccccc21	4.7%	-0.3%	i	3.0%	0.5%

3 structures out of the list, ordered by number of heavy atoms, lowest first.
SMILES	M. tuberculosis HTS	influenza NS1A	VEEV TC-83 Vero	M. tuberculosis	PhoP GFP inhibition	others
COC(=O)N/N=C\c1cccc(OC(=O)c2cccs2)c1	?	/	1.1%	49.6%	3.4%
O=C(Nc1cccc(O)c1)c1cccc(NC(=O)c2cccs2)c1	1.6%	6.7%	10.6%	-1.3%	17.0%
Cn1c(=O)c2c(nc(N3CCN(C(=O)c4ccco4)CC3)n2CCSc2ncccn2)n(C)c1=O	-6.2%	7.7%	1.1%	10.6%	3.9%

New compounds follow:
SMILES	M. tuberculosis HTS	influenza NS1A	VEEV TC-83 Vero	M. tuberculosis	PhoP GFP inhibition	others
COCCNC(=O)CN(C(=O)Cn1nnc2ccccc21)c1ccc(C)cc1	-0.1%	-5.6%	1.0%	4.8%	4.8%
O=C(c1ccccc1)c1c[nH]c(C(=O)NNc2cccc(Cl)n2)c1	7.5%	6.8%	2.4%	-13.3%	-2.5%
Cn1c(=O)c2c(-c3ccccc3)n(Cc3ccccn3)cc2n(C)c1=O	-10.2%	5.0%	2.0%	-10.2%	-8.7%
Cc1nc(N=C(N)N)nc2c(C)cccc12	14.8%	-0.9%	i	?	17.3%
CCOC(=O)C(C)(C)n1nnc(-c2ccc([N+](=O)[O-])cc2)n1	8.8%	18.7%	1.1%	i	1.5%
Cc1ccc(S(=O)(=O)N2CCc3ccccc3C2CN2C(=O)c3ccccc3C2=O)cc1 (stereo not given)	-0.5%	8.0%	6.1%	6.6%	-6.1%
Cc1cccc(NC(=O)N(Cc2cc3cc(C)cc(C)c3[nH]c2=O)CC2COCCO2)c1 (stereo not given)	5.6%	1.9%	i	29.6%	4.5%
CC(OC(=O)C1CC(=O)N(Cc2ccco2)C1)C(=O)Nc1ccccc1[N+](=O)[O-] (stereo not given)	2.5%	-6.2%	2.1%	-11.4%	/
CCOC(=O)CSc1nc(N)c(C#N)cc1C#N	-0.3%	-3.7%	0.6%	11.5%	-4.1%
CCC(C)/C(C)=N/NC(=O)c1ccc(CSc2nc3ccccc3s2)cc1 (stereo not given)	1.8%	13.1%	2.7%	?	-0.3%
O=C(Nc1ccccc1)c1ccc(NCC2CCCO2)c([N+](=O)[O-])c1 (stereo not given)	-4.6%	6.5%	0.3%	16.4%	3.1%
CCCc1nnc(SCC(=O)N2CCOCC2)n1CC1CCCO1 (stereo not given)	-0.9%	-2.3%	2.3%	-18.2%	3.3%
O=C(CN1CCN(Cc2ccccc2Cl)CC1)N=Nc1c(O)[nH]c2ccccc12	4.5%	0.3%	5.2%	6.4%	-6.7%
CC1(C2CC2)NC(=O)N(CC(=O)NCc2ccc(Cl)cc2Cl)C1=O (stereo not given)	4.1%	10.0%	1.9%	-0.8%	/
COc1ccc(CN2CCN(c3ncccn3)CC2)c(C)c1C	-4.2%	-13.0%	i	10.6%	-5.9%
CCCCn1c(O)c(C(=O)/C=C/c2c[nH]c3ccccc23)c(=O)[nH]c1=O	-4.7%	-2.6%	2.0%	4.1%	-9.2%
Cc1ccc(-c2nnc(SCC(=O)N/N=C/c3ccccc3C(=O)O)n2-c2ccc(C)cc2)cc1	-2.1%	2.2%	i	12.0%	11.6%
CC(C)CN1C(=O)c2ccc(C(=O)Nc3ccc(OCC(=O)O)cc3)cc2C1=O	2.8%	-23.0%	0.8%	15.7%	-8.5%
CCN1CCN(C(=O)CS(=O)(=O)Cc2nc(-c3ccc(C)cc3)oc2C)CC1	-10.6%	3.7%	0.0%	-2.6%	4.6%
CCOc1ncccc1C(=O)Nc1ccc(-c2cn3ccsc3n2)cc1	2.6%	-3.5%	4.5%	-8.8%	-0.4%

The final 4 compounds of the part above come first, to join the parts.
SMILES	M. tuberculosis HTS	influenza NS1A	VEEV TC-83 Vero	M. tuberculosis	PhoP GFP inhibition	others
Cc1ccc(-c2nnc(SCC(=O)N/N=C/c3ccccc3C(=O)O)n2-c2ccc(C)cc2)cc1	-2.1%	2.2%	i	12.0%	11.6%
CC(C)CN1C(=O)c2ccc(C(=O)Nc3ccc(OCC(=O)O)cc3)cc2C1=O	2.8%	-23.0%	0.8%	15.7%	-8.5%
CCN1CCN(C(=O)CS(=O)(=O)Cc2nc(-c3ccc(C)cc3)oc2C)CC1	-10.6%	3.7%	0.0%	-2.6%	4.6%
CCOc1ncccc1C(=O)Nc1ccc(-c2cn3ccsc3n2)cc1	2.6%	-3.5%	4.5%	-8.8%	-0.4%
COC(=O)c1sc(NC(=O)COC(=O)C2CCC2)c(C(=O)OC)c1C	/	-13.9%	6.9%	/	/
O=C(CCCOc1ccccc1)n1nnc2ccccc21	9.1%	4.6%	i	14.0%	8.1%
C#CC(CC)(CC)NC(=O)c1c(C)noc1C	-5.7%	2.6%	1.4%	5.9%	-1.3%
CCOC(=O)/C(C#N)=C\c1ccc(CC)s1	0.0%	5.0%	1.3%	54.5%	-1.8%
O=C(CCC1CCCC1)N=C1SC2CS(=O)(=O)CC2N1Cc1ccccc1 (stereo not given)	1.6%	4.1%	5.3%	-13.1%	-4.0%
CCOC(=O)CN1C(=O)Nc2ccc(Br)cc2C1c1ccccc1 (stereo not given)	3.2%	-2.4%	5.1%	4.3%	2.8%
CCCCOC(=O)Nc1ccc(C(=O)OCCC)cc1	21.0%	-18.1%	i	?	21.8%
Cc1ccc(NC(=O)CSc2nnc(NC(=O)CN3CCOCC3)s2)cc1	0.0%	-5.1%	i	12.6%	-6.7%
CCOc1ccc(C(=O)NNC(=O)CCNC(=O)c2ccc(Br)cc2)cc1OC	-4.5%	-5.0%	1.0%	-13.8%	/
Cc1ccc(O)c(CN2CCC3CCC(C3)C2)c1 (stereo not given)	/	26.9%	4.2%	/	/
COc1ccccc1N(CC(=O)Nc1ccccc1C(=O)NCC(C)C)S(C)(=O)=O	-8.6%	-14.8%	i	-2.6%	-1.5%
O=C1CCC(C(=O)N2CCCCCC2)CN1Cc1cccc(C(F)(F)F)c1 (stereo not given)	-10.6%	-9.6%	2.4%	-1.4%	-0.5%
CCNc1nc(SC(C)C(=O)OC)nc(N(C)C)n1 (stereo not given)	-3.6%	-13.6%	0.1%	0.0%	1.5%
O=C(NCC1CCCO1)C(c1cccs1)N(Cc1ccccc1Cl)C(=O)c1ccc(-c2ccccc2)[nH]1 (stereo not given)	-5.2%	4.2%	4.2%	44.8%	5.9%
CC1CC2(C)C(=CC1=O)CCC1C2C(O)CC2(C)C1CCC2(O)C(=O)CO (stereo not given)	/	0.7%	1.7%	/	/
COc1cc(C(=O)NC(C)c2cc(C)ccc2C)ccc1OCC(=O)N1CCOCC1 (stereo not given)	-6.6%	-13.6%	1.5%	26.1%	/

Source: PubChem
